Screening data from PubChem BioAssay.
UHRF1 binding: UHRF1 methyl-DNA binding inhibition | Q96T88 | inhibition, % at 4.4 µM | UHRF1 binding to methylated oligo, TR-FRET | 370,000 tested, 0.75% active; in the data active = inhibition above about 21%;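 also: UHRF1 SRA domain binding a hemimethylated CpG hairpin DNA probe; 0% = median of test compound wells and 100% = reference inhibitor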
TDP2 absorb: TDP2 (human) inhibition, absorbance primary screen | 370,000 tested, 0.34% active | recombinant TDP2, T5PNP hydrolysis, p-nitrophenol absorbance 415 nm | inhibition, % at 12.8 µM | O95551;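 active = inhibition above the mean of all tested compounds plus 3 SD, set per campaign, cut at about 25% in these data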;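 also: 0% = DMSO with enzyme and 100% = buffer with substrate but no TDP2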
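System – recombinant human TDP2 · Amount – 120 nM TDP2 per well · Buffer or medium – Mg2+-containing Tris-HCl buffer, pH 7.5 · Reagent – T5PNP substrate, 5 mM · Dosing – 12.8 µM single point, 1% DMSO · Incubation – 2 h at 37 °C · Measured by – epi absorbance · Read-out basis – percent inhibition · Benchmarks – high control without enzyme, low control DMSO plus TDP2 · Repeats – singlicate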
PRMT1 inh: blocks human protein arginine methyltransferase 1; recombinant PRMT1, activity-based probe fluorescence polarization; inhibition, % at 2.79 µM; 370,000 tested, 1.3% active; AID 652257;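 active = inhibition above about 21% made by adding two undisclosed values, limit read from the data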
LEDGF integ inh: blocks HIV-1 LEDGF/p75-dependent DNA integration. TR-FRET IN-LEDGF/p75 DNA integration, Eu/Cy5. inhibition, % at 3.7 µM. 370,000 tested, 0.64% active. AID 743269;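 active = inhibition above the screen-wide mean plus 3 SD, cut at about 13% in these data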;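 also: signal is the Cy5 over europium emission ratio at 671 and 618 nm; 0% = plate median of compound wells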
Tn7 DDE FP: DD(E)-Tn7 binding inhibition, primary FP screen; P02675; FP displacement of FITC-Tn7 peptide from fibrin DD(E); 0% = median of compound wells per plate; inhibition, % at 8.3 µM; 370,000 tested, 0.13% active; AID 720508;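 active = inhibition above the mean of compounds falling within the control limits plus 3 SD of them, cut at about 14% in these data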;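 also: 0% = plate median of compound wells and 100% = 10 µM Aha-Tn7 peptide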
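Also added: labelled Tn7 tracer, 0.1 µM; Assay system: human fibrin DD(E) protein; Amount: 2 µM fibrin DD(E); Schedule: 10 min compound pre-incubation, 3 h probe incubation at room temperature; Repeats: one replicate per compound; Read-out basis: percent inhibition; Measured by: fluorescence polarization of the labelled Tn7 tracer.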
PG9 Ab binder: small molecules binding HIV-1 gp120 antibody PG9; TR-FRET gp120-PG9 antibody binding; 360,000 tested, 0.43% active; inhibition, % at 6.7 µM; in the data active = inhibition above about 8.5%
TCR-CD3 inh: inhibitors of human TCR-CD3 interaction; TAMRA-labeled TCR probe fluorescence, biochemical; inhibition, % at 9.4 µM; 360,000 tested, 0.37% active; AID 651800; in the data active = inhibition above about 19%;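 also: recombinant mutant TCR 2C K166C tagged with TAMRA read by polarization; 0% = receptor in buffer alone and 100% = receptor with positive control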
HTRA1 inh: HTRA1 (human) protease inhibition; Q92743; recombinant HTRA1, FP-rhodamine activity-based probe, fluorescence polarization; inhibition, % at 5.96 µM; 340,000 tested, 0.5% active; in the data active = inhibition above about 36%;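 also: 0% = enzyme with DMSO and 100% = wells lacking enzyme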
mABHD4 FP: ABHD4 (mouse) inhibition, primary FP screen | 370,000 tested, 0.54% active | AID 720543 | purified mABHD4, FP-Rh probe fluorescence polarization | inhibition, % at 8.92 µM | Q8VD66;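 active = inhibition exceeding the mean over every tested compound plus 3 SD, cut at about 30% in these data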;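 also: 0% = plate median of compound wells and 100% = S159A mutant with DMSO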
Target sequence (Q8VD66 whole entry, looked up): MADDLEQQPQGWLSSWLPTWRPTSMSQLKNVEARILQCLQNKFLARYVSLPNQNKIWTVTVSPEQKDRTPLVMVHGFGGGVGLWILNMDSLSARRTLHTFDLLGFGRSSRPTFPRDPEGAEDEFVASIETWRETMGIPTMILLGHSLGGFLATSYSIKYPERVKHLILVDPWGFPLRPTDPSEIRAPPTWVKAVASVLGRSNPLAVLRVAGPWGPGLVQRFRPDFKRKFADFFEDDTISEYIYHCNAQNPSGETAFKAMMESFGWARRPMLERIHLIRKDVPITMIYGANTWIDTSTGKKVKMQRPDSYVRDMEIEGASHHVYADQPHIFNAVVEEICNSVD
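Test system: mABHD4 protein; Read-out basis: % inhibition; Incubation: 45 min + 60 min at 25 °C; Repeats: single replicate; Technique: fluorescence polarization with parallel and perpendicular emission, 525/598 nm; Compound: 8.92 µM, single dose; Benchmarks: full inhibition S159A mutant plus DMSO, zero as sample-well median.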
SIAE inh: blocks human sialic acid acetylesterase. SIAE FP-Rh probe binding, fluorescence polarization. inhibition, % at 9.66 µM. 370,000 tested, 0.69% active;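 active = inhibition above a cutoff: mean of compounds within the control limits plus 3 SD of those, cut at about 17% in these data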;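 also: 0% = plate median of compound wells and 100% = probe without SIAE protein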
Target sequence (Q9HAT2 whole entry, looked up): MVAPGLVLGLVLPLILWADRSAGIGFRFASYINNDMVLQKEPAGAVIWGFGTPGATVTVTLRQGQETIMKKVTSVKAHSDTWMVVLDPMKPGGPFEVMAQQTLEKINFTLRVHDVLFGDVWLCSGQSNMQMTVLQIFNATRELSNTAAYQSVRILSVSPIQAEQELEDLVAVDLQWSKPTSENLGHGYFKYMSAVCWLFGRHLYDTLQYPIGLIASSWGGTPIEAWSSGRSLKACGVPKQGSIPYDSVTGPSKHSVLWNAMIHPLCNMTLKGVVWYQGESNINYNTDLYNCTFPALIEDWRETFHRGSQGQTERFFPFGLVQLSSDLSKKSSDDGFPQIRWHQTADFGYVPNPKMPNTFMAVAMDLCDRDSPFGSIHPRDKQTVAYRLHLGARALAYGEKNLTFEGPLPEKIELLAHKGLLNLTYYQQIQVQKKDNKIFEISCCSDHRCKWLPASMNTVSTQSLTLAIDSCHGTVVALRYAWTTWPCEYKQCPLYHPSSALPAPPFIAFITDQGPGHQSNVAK
An asterisk follows results filed as active; . = no result given.

SMILES	UHRF1 binding	TDP2 absorb	PRMT1 inh	LEDGF integ inh	Tn7 DDE FP	PG9 Ab binder	TCR-CD3 inh	HTRA1 inh	mABHD4 FP	SIAE inh
CC(C)(C)[C@H](NC(=O)c1ccc(N)c(Cl)c1)C(=O)N1CCC[C@H]1C(=O)N[C@H](C#N)CC(=O)O	2	5	2	-6	1	0.3	2	.	-1	2
O=C(O)C1C2C=CC(O2)C1C(=O)Nc1ccc(S(=O)(=O)Nc2ccccc2)cc1 (stereo not given)	-3	-1	6	-8	2	0.8	10	1	-1	4
C[C@H](CO)N1C[C@H](C)[C@@H](CN(C)S(=O)(=O)c2ccc(C#N)cc2)OCc2cnnn2CCCC1=O	-1	8	0	3	6	0.0	1	14	4	4
CCn1cc(C(=O)NC(C)C23CC4CC(CC(C4)C2)C3)cn1 (stereo not given)	-1	1	2	0	-6	0.2	-13	-4	4	-4
Cc1nc(=O)c(-c2ccccc2)c(C)n1-c1ccccc1Cl	2	-12	2	0	3	2.9	-9	.	-4	-2
CCn1c(=O)c2cc(C(=O)NCCN(C)C)sc2c2ccccc21	-4	9	-3	1	4	1.8	-2	1	-2	2
N#CC(c1ccc(F)cc1)c1ccc(C(=O)c2ccc(F)cc2)cc1 (stereo not given)	4	-7	0	-4	2	-1.7	-1	-12	-11	-6
O=C(Nc1ccccc1)c1cccc(N2C(=O)C3C4C=CC(C4)C3C2=O)c1 (stereo not given)	-3	1	1	2	3	-0.3	1	-2	0	-15
CC(C)CC(=O)NC(=S)Nc1ccc(NC(=O)c2cccs2)cc1	4	-7	2	1	-2	0.4	-1	-25	-9	-3
COc1ccc(S(=O)(=O)N(C)C)cc1NC(=O)c1ccc2c(c1)NC(=O)C(C)S2 (stereo not given)	-1	9	6	-5	-8	-1.9	-4	4	-2	-1
COc1ccccc1NC(=O)Nc1ccc(CC#N)cc1	-2	-2	-3	1	4	-0.8	6	-12	-2	0
Cc1[nH][nH]c(=O)c1N=Nc1ccccc1	-14	3	-1	0	-6	-1.6	6	3	4	-6
CC(=O)Nc1cc([N+](=O)[O-])ccc1OCc1ccccc1	1	7	3	-2	5	-1.2	-7	-4	-6	-4
Cc1cc(NS(=O)(=O)c2ccc(NC(=O)CSc3nnc(-c4ccco4)n3Cc3ccco3)cc2)nc(C)n1	-4	0	0	3	-6	-1.8	5	1	-4	4
NCC(c1ccc(Cl)cc1Cl)c1c[nH]c2ccccc12 (stereo not given)	-1	-4	-5	-5	3	0.4	-3	-4	12	-2
CC(C(=O)Nc1ccccc1-c1ccccc1)N1CCCCC1 (stereo not given)	17	8	0	1	0	0.1	2	-2	-1	-1
Cn1cnc([N+](=O)[O-])c1Sc1n[nH]c(N)n1	-2	10	-2	-2	1	1.2	1	3	-2	-5
O=C1c2ccccc2C(c2nnnn2Cc2ccccc2)N1CCOc1ccccc1 (stereo not given)	1	6	-4	-2	0	-1.2	3	.	-2	-2
COc1ccc(-c2csc3ncn(-c4cccc(C)c4)c(=O)c23)cc1OC	1	9	2	3	0	-1.4	1	0	2	-3
CCNCc1nc2cc(Cl)ccc2c(=O)[nH]1	-4	11	-5	3	1	1.5	2	1	-2	-5
Cc1ccc(S(=O)(=O)CCC(=O)c2ccc(F)cc2)cc1	2	3	16	-2	-1	3.2	-1	-1	1	8
CN(C)S(=O)(=O)c1cccc(C(=O)NCc2ccco2)c1	3	4	2	1	4	-2.0	-1	14	-5	6
CC(=O)Oc1ccc2c(=O)c(N3C(=O)c4ccccc4C3=O)c(C)oc2c1	5	2	1	2	6	-1.1	2	1	3	-3
CS(=O)(=O)c1ccc2nc(NC(=O)CS(=O)(=O)Cc3ccccc3)sc2c1	5	4	11	10	4	-1.9	-3	3	-6	4

Brought forward from above: two compounds, followed by the next part.
SMILES	UHRF1 binding	TDP2 absorb	PRMT1 inh	LEDGF integ inh	Tn7 DDE FP	PG9 Ab binder	TCR-CD3 inh	HTRA1 inh	mABHD4 FP	SIAE inh
CC(=O)Oc1ccc2c(=O)c(N3C(=O)c4ccccc4C3=O)c(C)oc2c1	5	2	1	2	6	-1.1	2	1	3	-3
CS(=O)(=O)c1ccc2nc(NC(=O)CS(=O)(=O)Cc3ccccc3)sc2c1	5	4	11	10	4	-1.9	-3	3	-6	4
CC(NC(=O)Oc1cccc2ccccc12)c1ccccc1 (stereo not given)	-1	10	-6	-1	2	-0.5	-6	7	5	4
CC(C)CC(=O)NC(=S)Nc1ccc(S(=O)(=O)N2CCCC2)cc1	2	1	-1	4	-2	-0.7	13	-12	-2	2
CCOCCCNC(=S)NCCCNc1nc2ccc(C)cc2cc1C#N	-2	8	2	-2	-5	0.8	5	.	1	-6
COc1ccccc1-c1cc2nc(NCCc3ccncc3)ccn2n1	-1	-6	-3	0	5	-0.1	1	.	-1	-5
O=C(NC1CCCc2c1cnn2-c1ccc(F)cc1F)c1ccccc1 (stereo not given)	2	10	5	-2	7	.	.	.	-4	0
O=C1CC(N2CCN(C/C=C/c3ccccc3)CC2)C(=O)N1Cc1ccc(N2CCCC2=O)cc1 (stereo not given)	-1	3	-1	1	-2	-0.9	2	2	4	0
C[C@H](C(O)c1ccccc1)N(C)C(=O)CN (stereo not given in full)	-1	-2	-4	4	5	-1.0	1	0	1	5
Cc1nn(C)c(Oc2cccc(Cl)c2)c1C#N	2	-6	0	-5	5	0.5	8	4	4	1
Cc1nn(Cc2ccc(C(=O)NC3CCCCC3)o2)c(C)c1Br	-4	1	1	0	-2	-1.4	1	-10	-1	5
COc1ccccc1NC(=O)C(O)C(O)C(=O)Nc1ccccc1OC (stereo not given)	4	3	1	4	1	-0.8	-5	-5	-6	0
COc1ccc(Cl)cc1C(=O)NNC(=O)C1COc2ccccc2O1 (stereo not given)	-4	-7	-3	0	4	-0.5	5	6	-3	4
CCC(=O)N1CCCc2cc(S(=O)(=O)N3CCN(c4ccccc4F)CC3)ccc21	-1	-11	1	-1	2	-0.3	-1	-15	-1	-5
COc1ccc(-c2nnn(CC(=O)N(CC(=O)NC3CCCC3)Cc3ccco3)n2)cc1OC	2	-12	9	0	3	-0.4	-1	0	-11	-8
COc1ccc(CCn2c(O)c(C3=c4ccccc4=NC3=O)sc2=S)cc1OC	1	12	1	-5	2	-2.0	-7	-1	1	0
O=C(COn1nnc2ccc(Cl)cc21)NCc1ccccc1	0	3	0	2	-4	2.3	1	6	5	-3
COc1ccc(N2CCN(Cc3nc4ccccc4n3C)CC2)cc1	2	-4	-1	2	4	-2.1	-4	-4	-3	7
Cc1cc(C(=O)Nc2sc3c(c2C#N)CCC(C(C)(C)C)C3)no1 (stereo not given)	9	1	3	5	-2	1.8	-4	-4	-3	-1
N#CC1=C2SCC(O)(c3ccccc3)N2C(=O)CC1c1ccccc1F (stereo not given)	-1	-11	1	3	4	-3.0	-2	-13	2	7
Cc1cccc(NC(=O)c2ccc(S(=O)(=O)N(C)CC3CCCO3)cc2)c1C (stereo not given)	-1	0	1	1	-10	-1.6	5	1	-4	-9
COc1cc(O)c(CCC(=O)c2cc(OC)c(OC)c(OC)c2)c(OC)c1	6	-15	0	2	-7	1.7	4	-10	6	3
CC(C)(C)/C(O)=C/c1nc2ccccc2[nH]c1=O	-6	1	-1	0	-7	-4.2	9	-4	-4	11
CCCCNC(=O)CNC(=S)N(Cc1ccc(C)cc1)Cc1ccco1	3	-8	11	-1	-5	0.1	-8	-11	4	1
Cc1ccc(S(=O)(=O)NCC(=O)OCC(=O)Nc2cccc(S(=O)(=O)NC3=NCCCCC3)c2)cc1C	2	-33	-1	3	-7	-2.3	0	-5	-17	-10
Cc1ccc(NC(=O)c2cc([N+](=O)[O-])ccc2N2CCOCC2)cc1C	3	-19	3	0	-3	-0.5	0	3	-8	-1

2 of these compounds in a different format.
> N#CC1=C2SCC(O)(c3ccccc3)N2C(=O)CC1c1ccccc1F (stereo not given)
- UHRF1 binding = -1
- TDP2 absorb = -11
- PRMT1 inh = 1
- LEDGF integ inh = 3
- Tn7 DDE FP = 4
- PG9 Ab binder = -3.0
- TCR-CD3 inh = -2
- HTRA1 inh = -13
- mABHD4 FP = 2
- SIAE inh = 7

> Cc1cccc(NC(=O)c2ccc(S(=O)(=O)N(C)CC3CCCO3)cc2)c1C (stereo not given)
- UHRF1 binding = -1
- TDP2 absorb = 0
- PRMT1 inh = 1
- LEDGF integ inh = 1
- Tn7 DDE FP = -10
- PG9 Ab binder = -1.6
- TCR-CD3 inh = 5
- HTRA1 inh = 1
- mABHD4 FP = -4
- SIAE inh = -9

Remaining list, next part:
SMILES	UHRF1 binding	TDP2 absorb	PRMT1 inh	LEDGF integ inh	Tn7 DDE FP	PG9 Ab binder	TCR-CD3 inh	HTRA1 inh	mABHD4 FP	SIAE inh
CC(=O)c1cc(Cl)ccc1OCc1cccc(S(=O)(=O)N2CCOCC2)c1	1	18	1	1	0	1.4	8	-10	1	2
O=C(O)c1ccc(S(=O)(=O)c2ccc3c(c2)C(=O)N(NC(=O)c2ccncc2)C3=O)cc1	1	4	8	-5	-5	1.2	-2	1	3	-1
NC(=O)[C@@H]1CCCN1Cc1nc(-c2ccc(C(F)(F)F)cc2)no1	3	-10	-1	-3	0	-2.7	0	-9	-5	6
O=C(Nc1cccc(Cl)c1Cl)c1csc([C@@H]2O[C@H](CO)[C@H](O)[C@H](O)[C@H]2O)n1	-1	-3	-1	3	-6	-0.8	1	.	-1	-3
Cc1ccc(S(=O)(=O)SCCCSS(=O)(=O)c2ccc(C)cc2)cc1	-1	-1	96*	-1	-14	0.0	-3	-1	6	8
O=C(Nc1cc(S(=O)(=O)Nc2ccccc2Cl)ccc1O)c1sc2cc(Cl)ccc2c1Cl	-2	-3	-3	2	-12	-2.3	7	-6	2	-9
Cc1ccccc1N1CCN(C(=O)c2ccccc2NC(=O)/C=C\C(=O)O)CC1	1	1	27*	2	-1	-0.6	1	4	-2	4
C[C@H](NC(=O)c1cc2cc(Cl)ccc2n1C)C(=O)N1CCC[C@H]1C(=O)O	2	1	6	0	-9	2.2	-1	-2	6	-3
Cc1ccc(C)c(OCC(O)CN2CCC(C)CC2)c1C (stereo not given)	1	9	3	1	0	1.2	10	4	5	-1
Cc1cccc(OCC(=O)Nc2cc(S(=O)(=O)N3CCCCC3)ccc2N2CCN(C)CC2)c1	2	-3	-1	1	4	-0.7	4	-5	-7	0
Cc1nnc(NC(=O)CSc2nc(C3CCCCC3)nc3ccccc23)s1	1	-3	1	-1	7	3.1	0	0	2	-3
CC1=C(C)CC(C(=O)Nc2nc(-c3ccc(F)cc3)c(C)s2)C(C(=O)O)C1 (stereo not given)	8	8	-3	1	-7	0.2	-2	2	8	5
CCCCNC1=C(Br)C(=O)CC(C)(C)C1	0	4	-1	0	-1	-2.2	1	3	4	-1
CC(NC(=O)c1nn(C)c(=O)c2ccccc12)c1ccc(F)cc1 (stereo not given)	-1	-9	-2	-8	4	0.0	7	4	-4	0
O=C(c1cccc2ccccc12)N1CCN(c2ccc([N+](=O)[O-])c(N3CCOCC3)c2)CC1	-2	-11	1	1	-9	-0.9	-2	-3	6	0
